Bioassay records (PubChem)
S1P3 agonist – human S1P3 receptor agonists, primary screen, cell-based, primary and confirmation, NFAT-BLA reporter; AID 373, 2006; S1P3 NFAT-BLA reporter cells, agonism, FRET ratio; relative to 1 µM S1P, basal subtracted; Sphingosine 1-phosphate receptor 3 (Homo sapiens), Q99500; activation, % at 4.5 µM; hit rate 0.1% among 60,000;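 active = activation above the screen-wide mean plus 3 SD, cut at about 4.5% in these data, passing the limit was not always enough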; also: some compounds called inactive have numbers as strong as hits
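Assay system: stable CHO line with human S1P3, Gα16, NFAT-BLA reporter; Detection: FRET β-lactamase substrate fluorescence, excitation 405 nm, 460/535 nm emission ratio, background-subtracted; Read-out: percent activation versus median 1 µM S1P response, basal-subtracted, per plate; Incubation: cells plated overnight, compound 4 h 37 °C, substrate 2 h RT.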
HEK293 NFkB inh – inhibitors of PMA/ionomycin-induced NF-kB reporter, primary screen, antigen receptor NF-kB inhibitor project, cell-based, HEK-293 luciferase reporter, luminescence. HEK-293 NF-kB luciferase reporter. hit rate 0.21% among 62,000. inhibition, % at 3 µM. AID 465, 2006;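 active = inhibition above the mean of all tested compounds plus 3 SD, cut at about 40% in these data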;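 also: 0% = stimulated DMSO wells and 100% = 10 µM reference inhibitor 5653914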
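System: NF-kB luciferase reporter HEK-293 cells | Replication: Single test | Control set: DMSO vs reference inhibitor | Evaluation: % inhibition | Schedule: 1 h pretreatment, 16 h stimulation, 37 °C | Probe or stimulus: PMA with ionomycin | Compound dosing: One dose, 3 µM | Detection: Luciferase luminescence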
Jurkat viability – cytotoxicity toward Jurkat T cells, primary screen, cytotoxicity control, cell-based, Jurkat E6.1, 60K MLSMR library; Jurkat E6.1 viability, ATP luminescence, 48 h; inhibition, % at 4 µM; hit rate 1.2% among 56,000;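 active = inhibition above the mean inhibition of all tested compounds plus 3 SD, cut at about 28% in these data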
5HT1E ag – 5-HT1E receptor agonists, primary screen, cell-based, HTS. 5-hydroxytryptamine receptor 1E (Homo sapiens), P28566. CHO 5-HT1E Ga15 NFAT-bla reporter, FRET; 0% DMSO wells, 100% control agonist wells. activation, % at 6 µM. hit rate 0.69% among 65,000;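 active = activation above a set limit, the screen-wide mean activation plus 3 SD, cut at about 8.5% in these data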;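 also: 100% = positive control agonist at 1 µM giving full maximal response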
M1 ag – M1 muscarinic receptor agonists, primary screen, CHO-M1 cells, Fluo-4 calcium, agonist mode. Fluo-4 calcium fluorescence; stronger effect = higher value. hit rate 3% among 64,000. Muscarinic acetylcholine receptor M1. B-score at 10 µM;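 active = fluorescence rise, raw or as B-score row- and column-corrected plate score, outside the 99.7% band of its plate's samples, either direction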
HTR1E antagonist – 5-HT1E receptor antagonists, primary screen, cell-based, HTS; CHO 5-HT1E Ga15 NFAT-bla reporter, FRET, antagonist; inhibition, % at 6 µM; hit rate 0.99% among 65,000; AID 571, 2007;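 active = inhibition above a set limit, the mean inhibition across every tested compound plus 3 SD, cut at about 29% in these data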;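 also: signal is the 460 over 535 nm emission ratio of beta-lactamase substrate; 0% = agonist plus DMSO wells and 100% = wells without agonist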
HER2 expr 66K – inhibitors of Her2 protein expression, primary screen, SKBR-3 cells, AlphaScreen, 66K library; SKBR-3 HER2 protein level, 18-24 h; stronger effect = lower value; Receptor tyrosine-protein kinase erbB-2 (Homo sapiens), P04626; HER2 level % of control, % at 10 µM; hit rate 0.69% among 65,000;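 active = HER2 level under 5% of the carrier-only control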;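 also: 100% = DMSO carrier and 0% = 500 nM PU-H71 HSP90 inhibitor; lower value means stronger loss of Her2 protein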
Target sequence (P04626 whole entry, looked up): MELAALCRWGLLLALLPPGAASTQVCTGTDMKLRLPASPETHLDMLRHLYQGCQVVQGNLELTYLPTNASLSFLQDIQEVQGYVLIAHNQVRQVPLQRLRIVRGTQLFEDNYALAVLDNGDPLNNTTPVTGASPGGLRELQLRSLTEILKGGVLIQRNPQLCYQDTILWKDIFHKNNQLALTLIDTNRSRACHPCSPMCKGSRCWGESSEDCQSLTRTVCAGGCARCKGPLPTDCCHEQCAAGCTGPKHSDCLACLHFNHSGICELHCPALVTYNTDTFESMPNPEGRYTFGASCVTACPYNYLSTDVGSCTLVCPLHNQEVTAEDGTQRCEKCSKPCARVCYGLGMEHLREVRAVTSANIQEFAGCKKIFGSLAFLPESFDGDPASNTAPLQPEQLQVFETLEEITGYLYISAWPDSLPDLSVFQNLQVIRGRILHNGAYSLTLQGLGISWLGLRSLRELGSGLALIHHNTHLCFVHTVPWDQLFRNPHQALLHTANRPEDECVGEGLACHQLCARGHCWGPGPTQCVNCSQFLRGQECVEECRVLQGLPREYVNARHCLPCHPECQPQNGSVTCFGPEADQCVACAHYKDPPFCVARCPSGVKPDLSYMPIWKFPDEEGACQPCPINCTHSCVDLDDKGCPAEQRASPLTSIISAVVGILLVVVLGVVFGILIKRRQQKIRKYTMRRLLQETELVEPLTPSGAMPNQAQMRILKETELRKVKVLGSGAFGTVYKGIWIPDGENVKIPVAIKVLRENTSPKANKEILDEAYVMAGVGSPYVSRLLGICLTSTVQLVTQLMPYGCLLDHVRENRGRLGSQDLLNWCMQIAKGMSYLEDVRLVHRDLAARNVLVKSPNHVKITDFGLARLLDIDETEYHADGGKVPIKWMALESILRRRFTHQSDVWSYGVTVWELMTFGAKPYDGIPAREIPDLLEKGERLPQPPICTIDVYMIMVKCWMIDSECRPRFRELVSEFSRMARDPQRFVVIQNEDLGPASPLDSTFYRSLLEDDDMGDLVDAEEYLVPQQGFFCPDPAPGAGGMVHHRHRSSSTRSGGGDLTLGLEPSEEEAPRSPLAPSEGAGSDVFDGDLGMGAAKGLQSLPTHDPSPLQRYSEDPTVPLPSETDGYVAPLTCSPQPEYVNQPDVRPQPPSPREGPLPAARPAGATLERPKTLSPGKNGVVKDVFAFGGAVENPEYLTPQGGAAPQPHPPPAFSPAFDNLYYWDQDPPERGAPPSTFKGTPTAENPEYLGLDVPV
S1P1 ag-PAM – S1P1 agonists and agonism potentiators, primary screen, cell-based, primary and confirmation screens, CRE-bla reporter. hit rate 0.57% among 56,000. S1P1 CRE-bla cells, forskolin, beta-lactamase FRET, potentiator mode; S1P1 agonist co-added at EC20, 2 nM; 100% = saturating reference agonist, 0% = basal. activation, % at 9.5 µM. Sphingosine 1-phosphate receptor 1 (Homo sapiens), P21453;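 active = activation above a cutoff set at the mean activation of all tested compounds plus 3 SD, cut at about 54% in these data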;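 also: forskolin at 4 µM as EC80 and the EC20 agonist is SEW2871; 100% = SEW2871 at its EC100 plus forskolin at EC80; some compounds past the cut are filed as inactive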
M1 antag – antagonists of rat M1 muscarinic receptor; B-score at 10 µM; hit rate 3.4% among 64,000; CHO-M1 cells, Fluo-4 calcium, ACh EC80 antagonist mode; stronger effect = lower value;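 active = calcium fluorescence response, raw or row-and-column corrected B-score, differing from the plate sample mean either way at a set confidence level, mostly lower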
* marks the source's active call; other numbers are inactive results; . = no result given.

SMILES	S1P3 agonist	HEK293 NFkB inh	Jurkat viability	5HT1E ag	M1 ag	HTR1E antagonist	HER2 expr 66K	S1P1 ag-PAM	M1 antag
CCC(=O)Nc1c(C)ccc2nsnc12	-1.7	8	9	-0.6	0.25	-12	93	-14	-0.15
CCCCn1c(SCC(=O)OCC)nnc1-c1ccoc1C	0.0	0	0	0.6	0.0048	-1	99	-14	0.073
COc1ccc(NC(=O)C23CCC(C2)C(C)(C)C3=O)cc1 (centres undefined)	-0.9	-3	-4	-0.8	0.12	4	90	10	0.35
O=C(CCCCC(=O)N1CCN(c2ccccc2)CC1)N1CCN(c2ccccc2)CC1	0.7	2	0	-1.0	0.79	8	88	-33	0.99
CS(=O)(=O)NCCSCc1c(F)cccc1Cl	-0.5	25	0	-0.6	0.45	8	111	.	1
CCOC(=O)C1CCN(C(=O)COc2cc(C)c(Br)c(C)c2)CC1	0.0	0	2	-0.5	-1.7	5	119	-21	-0.35
CNC(=O)c1ccccc1NC(=O)c1c(O)c2c([nH]c1=O)CCCC2	.	12	.	-0.4	-0.17	4	.	.	-0.011
Cc1oc2c(C)c3oc(=O)c4c(c3cc2c1C)CCC4	0.2	-7	13	-0.5	-0.061	2	138	1	-0.16
CCC(=O)Nc1ccc(OC)cc1OC	0.4	4	-3	0.1	0.49	-6	109	.	2.1
Cn1c(=O)c2c3c(sc2n2c(SCC(=O)c4ccc(Cl)cc4)nnc12)COC(C)(C)C3	-3.5	.	.	0.0	0.028	2	88	-9	-0.24
CC1CCCN(C(=O)c2cc(F)c(F)cc2Cl)C1 (centres undefined)	0.4	4	-2	0.0	-0.11	-1	97	-10	-0.018
CCC1S/C(=C(\C#N)C(N)=O)N(c2ccc(F)cc2)C1=O (centres undefined)	-0.6	6	-5	-1.7	-1	6	63	-8	-0.092
CCN1CCCC1CNC(=O)C1CCN(Cc2nc(-c3cccc(Br)c3)oc2C)CC1 (centres undefined)	0.0	11	7	-0.7	-0.96	6	110	17	-0.25
Cc1cccnc1NCC(O)COc1ccccc1 (centres undefined)	-0.3	21	-1	0.2	3.2	5	107	-22	-1.2
CCc1nnc(NC(=O)CN2CCN(c3nc(-c4ccccc4)cs3)CC2)s1	0.3	6	3	0.3	0.097	0	81	-12	0.35
Cc1nc2ccccc2c(=O)n1NCc1cccs1	0.7	6	-7	1.2	0.87	7	94	-35	-0.35
O=C(NCc1cccnc1)C1CCN(C(=O)c2ccc(Cl)cc2Cl)CC1	0.0	19	1	0.2	-0.034	-1	145	.	-0.0059
O=C1NC2=C(C(=O)CCC2)C(c2ccc3ncccc3c2)N1 (centres undefined)	0.3	12	-3	-1.0	0.58	-10	144	4	-1.2
CCOc1ccc(C(C)=O)cc1COc1ccc(-n2cnnn2)cc1	-2.0	11	1	-0.7	-0.24	21	123	20	-0.9
Cc1cc(C)c2nc(C(F)(F)F)nc(NCCCN3CCCC3=O)c2c1	-0.5	5	-6	1.0	0.2	2	67	5	0.12
CCCN(CCO)Cc1cccc(Cl)c1	-0.5	5	-2	0.2	-0.013	-8	141	.	-2.6*
Nc1c(C(=O)NC2CCCCC2)nsc1C(=O)OCC(=O)NC1CCCCC1	0.0	-5	-9	0.2	0.33	6	86	-15	0.021
O=C(Nc1cccc(Cl)c1Cl)C1CCN(c2ncccn2)CC1	-0.3	16	-6	0.9	.	-6	88	4	.
COc1cccc(NC(=O)COc2ccccc2C(N)=O)c1	0.0	-35	2	-0.6	-0.73	5	98	.	1.2
CC[C@H](C)[C@H](NS(=O)(=O)c1ccc(C)cc1)C(=O)N1CCC(C(=O)N[C@@H](C)C(=O)O)CC1	0.2	8	-2	-0.8	-0.013	22	96	-6	0.6

The list goes on; it opens with the 3 that closed the last part.
SMILES	S1P3 agonist	HEK293 NFkB inh	Jurkat viability	5HT1E ag	M1 ag	HTR1E antagonist	HER2 expr 66K	S1P1 ag-PAM	M1 antag
O=C(Nc1cccc(Cl)c1Cl)C1CCN(c2ncccn2)CC1	-0.3	16	-6	0.9	.	-6	88	4	.
COc1cccc(NC(=O)COc2ccccc2C(N)=O)c1	0.0	-35	2	-0.6	-0.73	5	98	.	1.2
CC[C@H](C)[C@H](NS(=O)(=O)c1ccc(C)cc1)C(=O)N1CCC(C(=O)N[C@@H](C)C(=O)O)CC1	0.2	8	-2	-0.8	-0.013	22	96	-6	0.6
CCC(C)(C)n1nnnc1C(C(C)C)N1CCC(C(N)=O)CC1 (centres undefined)	-0.5	8	-12	0.3	-0.041	-3	102	-14	-0.14
Cc1ccc(SCC(=O)N2CCOCC2)cc1	-1.1	6	-2	0.5	0.23	4	97	.	-0.21
C1CCC(Nc2nnnn2C2CCCCC2)CC1	0.0	19	0	0.4	-0.026	2	101	.	0.093
COCc1cc(C)nc(SCC(=O)N2CCC(C)CC2)c1C#N	-0.8	13	-1	1.0	-0.13	6	100	2	0.23
CCCCn1c(SCC(=O)NC(=O)NCc2ccco2)nc2cc(S(N)(=O)=O)ccc21	-0.8	8	7	-1.6	0.056	-6	107	18	-0.18
CC(C)(C)NC(=O)Cn1nnc(-c2cccs2)n1	0.0	1	-2	-0.1	-0.1	-4	72	-8	0.55
O=C1CSC(=Nc2cc(Cl)ccc2Cl)N1	-1.6	7	5	-0.3	0.43	7	71	14	0.94
CCOc1cc(C(N)=O)cc(OCC)c1OCC	-1.0	0	-2	-0.8	1.3	2	80	.	0.69
COc1ccc2nc(N3CCCC3)[nH]c2c1	-1.0	26	-4	-0.3	-0.46	7	96	-1	0.24
CC1CCN(C(=O)C2CCN(CCCc3ccccc3)CC2)CC1	-1.4	13	8	-0.2	0.45	-9	102	-10	-0.011
O=C1CC(N2CCN(c3ccccc3Cl)CC2)C(=O)N1c1ccccc1 (centres undefined)	-0.4	10	-3	0.4	-0.5	-11	107	.	0.38
CCOC(=O)N1CCN(S(=O)(=O)c2cc(OCC)ccc2OCC)CC1	-1.7	6	11	-1.6	-0.9	14	86	18	0.43
COc1ccc(-n2nnnc2SCC(=O)Nc2ccc3c(c2)OCCO3)c(OC)c1	0.1	17	2	-1.0	-0.13	0	105	19	-0.74
COc1cccc(OCc2nc3ncc(Br)cc3[nH]2)c1	-1.9	25	65*	-0.5	3.3	24	84	18	0.67
Cn1nnnc1SCC(=O)NC(=O)NCc1ccccc1	0.0	6	8	-0.6	0.0035	10	108	-23	0.63
Cc1cc(C(=O)COC(=O)Cn2cnc3c2c(=O)n(C)c(=O)n3C)c(C)n1C	-0.1	10	-11	-0.7	0.26	-4	102	-29	0.56
COc1ccc(CSc2nnc3n(C)c(=O)c4c5c(sc4n23)CCCC5)cc1	-1.9	.	.	-0.1	-0.56	0	65	7	-1.3
CCOc1ccccc1Nc1nc2ccccc2n2cnnc12	0.1	17	0	1.8	-0.066	-4	87	-16	0.032
O=C(NCc1ccc2c(c1)OCO2)c1ccc(COc2cccc(Cl)c2)o1	0.6	8	-11	-0.2	0.0054	-5	66	14	-0.22
CS(=O)(=O)c1nc(-c2ccccc2)cc(C(F)(F)F)n1	.	-4	.	2.9	0.026	64*	-24*	.	-0.0034
O=C(Cc1cn2ccsc2n1)NCCc1ccc(F)cc1	-0.4	18	-1	0.4	0.0012	-9	130	-5	-0.022
C=CCc1ccccc1OCC(O)CNC(C)C (centres undefined)	-2.4	.	.	0.9	1	3	99	-4	-0.56
CCOC(=O)N1CCC(NC(=O)c2cc3c(C)nc4ccccc4c3o2)CC1	-1.3	9	13	-0.8	1.6	7	105	-9	-1
O=C(Cn1c(NCCO)nc2ccccc21)c1cccs1	-0.4	3	-4	-0.2	-0.34	-6	68	-9	-0.037
CCOc1ccc(NC(=O)CSc2nnc(-c3ccccc3)n2N)cc1	.	18	.	0.1	-0.086	1	76	.	0.00023

Additional compounds.
SMILES	S1P3 agonist	HEK293 NFkB inh	Jurkat viability	5HT1E ag	M1 ag	HTR1E antagonist	HER2 expr 66K	S1P1 ag-PAM	M1 antag
CCOCCn1c(CN2CCCCC2C)nc2c1c(=O)n(C)c(=O)n2C (centres undefined)	-0.8	8	-2	0.8	-2.5	-11	102	-10	-3.2*
N#Cc1cc2c(nc1SCC1COc3ccccc3O1)CCC2 (centres undefined)	-1.4	-4	-4	-0.9	-0.12	-1	108	-7	-0.25
O=C(CSc1nnc(-c2cnccn2)n1Cc1ccco1)c1ccccc1	-0.1	12	-4	1.7	-0.26	3	91	52	-1.2
CCOC(=O)c1c(CN2CCN(c3ccccc3)CC2)oc2ccc(O)cc12	-0.5	5	6	-0.5	-0.72	-15	100	6	-0.16
CC1CCN(CC(O)COc2cccc(F)c2)CC1 (centres undefined)	-0.1	2	-2	-0.3	0.017	6	102	-23	-0.69
CCCCCOC(=O)Cc1c(O)c2ccccc2n(C)c1=O	-1.3	14	11	-0.2	0.28	16	104	28	0.67
C(/CCc1ccccc1)=N\n1cnnc1	.	17	.	3.9	0.29	-9	193	.	0.0091
C=CCOC(=O)c1[nH]c2c(c1C)C(=O)CC(c1ccco1)C2 (centres undefined)	-0.9	32	100*	0.4	-0.29	76*	25	2	-2.2
C/C(N)=C(/C#N)C(=O)COC(=O)C1Cc2ccccc2CN1S(C)(=O)=O (centres undefined)	-0.2	-2	1	-0.8	-0.4	13	152	3	-0.0026
O=C(CNC(=O)c1ccco1)OCN1C(=O)c2ccccc2C1=O	-1.0	2	-4	-0.5	-0.5	2	86	-21	-0.22
CC(Nc1n[nH]c(=S)[nH]c1=O)C(=O)OCc1ccccc1 (centres undefined)	-1.6	14	-12	0.2	-1.1	3	101	-13	-0.79
O=C(CSc1nc2ccccc2n1-c1ccccc1)NCC1CCCO1 (centres undefined)	0.4	8	-3	-1.1	0.013	1	109	-3	-0.63
COc1ccccc1NC(=O)CSc1nnc(-c2ccco2)o1	0.8	4	1	0.0	0.48	-3	105	-13	1.1
Cc1nc(N2CCN(Cc3ccccc3)CC2)c(C#N)c2c1COC(C)(C)C2	-2.4	.	.	0.1	0.83	-3	103	10	-0.96
Cc1onc(-c2ccccc2)c1C(=O)N1CCN(C(=O)c2ccco2)CC1	0.2	16	-1	-0.1	-0.12	-7	96	-21	0.086
COc1ccc(OC)c(NC(=O)CCn2cccc2)c1	-0.6	-5	1	-0.3	0.57	-12	82	4	-0.66
O=C(Cc1cccs1)Nc1ccc(Cl)cc1	0.1	9	-2	0.2	0.035	0	88	6	-0.93
